Compound activity from PubChem.
p53ts 39C tox: cytotoxicity in p53ts cells at nonpermissive temperature; 130,000 tested, 1.5% active; H1299-p53A138V viability at 39C, ATP luminescence, 24 h; Potency, µM (highest dose often 46.1 µM), for inactives: at the top dose activity change, negative = cell killing, actives largely listed as cytotoxic; note: nearly all actives have a fitted effect of over 55% in size
Imprint erasure: inducers of genomic imprint erasure in mouse ES cells | mouse ES Peg3-LacZ reporter, beta-gal luminescence, 40 h | AID 1948 | 110,000 tested, 0.02% active | Potency, µM (highest dose often 60.7 µM), inactives show top-dose activity change, positive = activation, hits mostly activators;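 note: 0% = negative control wells on the plate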
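Each well holds 300 Peg3LacZ-Neo (maternal) female ES cells incubated 40 h at 37C, 5% CO2. LacZ is measured by BetaGlo luminescence, with AC50 and maximum efficacy derived from dose-response curves.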
p53ts 32C tox: cytotoxicity in p53ts cells at permissive temperature; 130,000 tested, 0.93% active; H1299-p53A138V at 32C, ATP luminescence viability, 24 h; AID 924; Potency, µM (titrated, usually from 46.1 µM), inactives show at the top dose activity change, negative = cytotoxicity, usual class: cytotoxic;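 note: 0% = DMSO and -100% = full killing by reference compound; nearly all actives have a fitted effect of over 55% in size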
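H1299-p53 A138V cells (temperature-sensitive p53) exposed 24 h to up to 46 uM compound at 32C, where p53 is wild-type in conformation. Viability read as ATP luminescence and normalised to DMSO and 100 uM tamoxifen. AC50 fitted with the Hill equation.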
IkB signaling: inhibitors of IkB signaling in ABC-DLBCL cells; ABC-DLBCL IkBa-CBG/CBR dual luciferase ratio, 4 h; response scale: scaled: untreated 0%, proteasome inhibitor 100%; 110,000 tested, 0.04% active; Potency, µM (titrated, usually from 57.1 µM), without a hit: top-dose IkBa stabilization activation; active = well fitted curve in the direction sought with a large enough effect in the signal ratio, not every such curve was filed as active; inconclusive = small, poorly fitted or top-dose-only effect, or a change in a side signal; the % refers to the signal ratio;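 note: the direction sought is a rising ratio; 0% = basal untreated cells and 100% = reference inhibitor full response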
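In this assay, an IκBα–CBG68 fusion accumulates when IKK-driven degradation is blocked; native CBR normalizes for cell number. OCI-Ly3 cells were treated 4 h with compound and doxycycline, then green and red light read after Chroma-Glo addition.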
* hit, by the source's call; ? = inconclusive; / = no result given; [ ] = another dose, or the depositor's remark. Unless noted, calls come from the whole dose curve; as a rule, active = well fitted curve in the direction sought with a large enough effect; inconclusive = small, poorly fitted or top-dose-only effect, or another doubt; inactive = no such curve, though single readings can be large; an effect the other way counts as inactive or inconclusive. Unless noted, % is set by controls: 0 for no effect and ±100 for the full control effect; potency is the fitted concentration of half-maximal effect. Rows were taken by chance, and some 1.8% of all compounds hit somewhere here.

structure	p53ts 39C tox	Imprint erasure	p53ts 32C tox	IkB signaling
CCOc1ccccc1C(=O)Nc1c(NC)c2ccccc2oc1=O	-3%	-6%[10.9 µM]	13%	2.1%
CC(C)(C)c1ccc(OCc2nc(-c3ccccn3)no2)c(Br)c1	-19%	-46%[inhibitor]	-23%	?
CCCn1c(C)nc2c(c1=O)c1nc3ccccc3nc1n2CCC1=CCCCC1	10%	17%	-4%	0.1%
Cc1coc2c(C)c3oc(=O)c(CC(=O)NCCc4ccc(Cl)cc4)c(C)c3cc12	-4%	3%[10.9 µM]	9%	1.3%
Cc1ccc(C)c(N2CCN(C(=O)c3ccc(Nc4nc5ccccc5n5nnnc45)cc3)CC2)c1	6%	-1%[10.9 µM]	10%	?
COc1ccc(NC(=O)c2ccc(NC(=O)N3CCSc4ncccc43)cc2)cc1	?	-16%[10.9 µM]	?	0.2%
Cc1cccc(NC(=O)c2oc3ccc(S(=O)(=O)N4CCC5(CC4)OCCO5)cc3c2C)c1C	-2%	-14%[10.9 µM]	3%	?
CC(C)(C)c1ccc(O)c(CN(Cc2c(O)ccc3ccccc23)C2CCCCC2)c1	-4%[9.22 µM]	-19%[10.9 µM]	0%[9.22 µM]	4.3%[11.4 µM]
COC(=O)C1(S(=O)(=O)c2cccc3nsnc23)CC1	-4%	-5%	-10%	-0.6%
O=C1Nc2ccc(Br)cc2C1(O)Cc1ccncc1 (centres undefined)	-7%	5%	-1%	2.3%
Cc1cc(C(=O)Nc2sc3c(c2C#N)CCC3)no1	13µM*	-52%[inhibitor]	10µM*	-2.4%
CCN(CC)CCCNC(=O)Cn1ncc2c3ccccc3n(Cc3ccccc3)c2c1=O	-21%	-19%[10.9 µM]	-4%	-0.5%

(further entries)
structure	p53ts 39C tox	Imprint erasure	p53ts 32C tox	IkB signaling
COCCNC(=O)CCC(=O)N1Cc2cccc(OC)c2Oc2ncccc21	-13%	9%[10.9 µM]	-8%	-1.6%
Cc1ccc(-n2nc(CO)c(C(=O)NC(C)CCCc3ccccc3)n2)cc1 (centres undefined)	-3%	-13%[10.9 µM]	0%	-1.4%
COCCn1c(=O)c(-c2ccc(Cl)cc2)nc2cncnc21	-1%	/	-4%	4.4%[11.4 µM]
CCOC(=O)c1c(C)[nH]c(C)c1S(=O)(=O)NCC(=O)N1CCN(c2ccccc2F)CC1	-3%	-8%[10.9 µM]	8%	-0.7%
CC(C)(C)NC(=O)c1ccc2nccnc2c1	4%	0%	4%	-1.5%
Cc1ccc(NC(=O)Cn2c(=O)n(CCC(=O)NCc3ccc4c(c3)OCO4)c(=O)c3sccc32)c(C)c1	?	-7%[10.9 µM]	-1%	-2.6%
CCOc1ccc(-c2nc(SCC(=O)Nc3ccc(C)c(C)c3)n3[nH]c(=O)cc3n2)cc1	4%	-8%[10.9 µM]	-2%	-0.8%
COc1ccccc1C(=O)Nc1nc2nc(C)cc(=O)n2[nH]1	-12%	13%[10.9 µM]	-8%	?
CCC1(CC)NC(=O)N(CC(=O)OCn2nnc3ccccc3c2=O)C1=O	-1%	2%	9%	0.0%
FC(F)(F)c1cccc(Nc2ncnc3ccccc23)c1	14%	-13%	11%	?
Cc1cc(NS(=O)(=O)c2ccc(NC(=O)COc3ccccc3Br)cc2)no1	1%	8%[10.9 µM]	-10%	-3.9%
CN(C)c1oc(-c2ccc(COc3ccccc3)o2)nc1C#N	-17%	10%[10.9 µM]	-3%	-0.6%

The list goes on.
structure	p53ts 39C tox	Imprint erasure	p53ts 32C tox	IkB signaling
COc1ccc(CNC(=O)Cn2nnc(-c3ccccc3F)n2)cc1	5%	-11%[10.9 µM]	-9%	?
COc1cccc(Cn2c(=O)c(-c3cccc(C#N)c3)nc3cnc(Nc4ccccc4)nc32)c1	2%	/	-10%	0.6%[11.4 µM]
CCOC(=O)C1CCN(C(=O)C2CCN(C3=NS(=O)(=O)C(c4ccc(C)c(C)c4)=C3C)CC2)CC1	0%	2%[10.9 µM]	9%	0.4%
Cc1ccccc1NC1=CC(=O)CC(C)(C)C1	2%	/	0%	/
CCCCCC(=O)N1CCN(c2ccc(C(C)=O)cc2F)CC1	-6%	-17%	-3%	3.9%
COc1cccc(N2CCN(C(=O)c3cccn3-c3nnc(N4CCCC4)s3)CC2)c1	-11%	-7%[10.9 µM]	0%	-1.3%
CCOc1ccc2nc(NC(=O)CSc3nc4ccccc4c(=O)n3Cc3ccco3)sc2c1	-24%	-13%	-16%	4.7%
C=CCn1c(SCC(=O)Nc2ccc3c(c2)OCO3)nnc1-c1ccccc1	1%	-15%	-2%	4.6%
Cc1ccc(-c2nnc(Nc3ccc(Br)cc3)c3ccccc23)cc1S(=O)(=O)N1CCN(C)CC1	-6%	-14%[10.9 µM]	-5%	?
Clc1ccccc1CSc1nnc(-c2ccccn2)n1Cc1ccco1	14%	-9%	9%	?
CCN(CC)C(=O)COC(=O)c1ccc(O)cc1	7%	-52%[inhibitor]	-8%	-1.1%
CCCc1cc(N2CCCC2)n2nc(C)c(-c3ccccc3)c2n1	14%	-10%	-1%	0.3%

The results go on.
structure	p53ts 39C tox	Imprint erasure	p53ts 32C tox	IkB signaling
N#Cc1nc(-c2ccco2)oc1NCCCn1ccnc1	1%	9%	-1%	-1.8%
CN(Cc1ccco1)c1cc(-c2ccccc2C(F)(F)F)ncn1	-4%	-2%	11%	3.3%[11.4 µM]
Cc1cc(C)c(NC(=O)C[C@H](CC(=O)O)c2cccc3ccccc23)c(C(=O)N2CCC3(CCCC3)CC2)c1	14%	-13%	5%	5.8%
COC(=O)c1c(NC(=O)c2cc(=O)c3cc(C)cc(C)c3o2)sc2c1CCC2	6%	26%[10.9 µM]	13%	-1.5%
NC(=O)C1CCN(Cc2nc(-c3ccccc3)no2)CC1	2%	-13%	6%	13%
CCCSC1=NC2(CCN(C(=O)NC3CCCCC3)CC2)N=C1c1ccc(Cl)cc1	-7%	-7%[10.9 µM]	8%	?
CCOc1ccc(NC(=O)CCn2cccn2)cc1	-2%	-7%[10.9 µM]	-7%	-1.9%
CC(=O)NCCNc1ccnc(-c2ccccc2C(F)(F)F)n1	3%	8%	18%	1.8%[11.4 µM]
CN1CCc2cc(NC(=O)Nc3cccnc3)ccc21	?	-36%[inhibitor]	?	8.8%
O=C(NCC1CCCO1)C1CCN(S(=O)(=O)c2cccc3cccnc23)CC1 (centres undefined)	-9%	-3%	-1%	-3.1%
O=C(O)c1n[nH]c2ccccc12	-3%	?	-3%	0.0%
COC(=O)c1ccc2c(=O)n(CCCN3CCOCC3)c(=S)[nH]c2c1	15%	-2%	11%	-1.1%

Next results follow:
structure	p53ts 39C tox	Imprint erasure	p53ts 32C tox	IkB signaling
COc1ccc(Cl)cc1NC(=O)CSc1nnc(C)n2c1cc1occc12	-12%	-7%[10.9 µM]	10%	-2.6%
COc1cccc(C2C=C(c3ccc(Br)s3)Nc3ncnn32)c1OC (centres undefined)	-17%	1%	-7%	1.1%
O=C1CC(N2CCC(c3nc4ccccc4s3)CC2)C(=O)N1 (centres undefined)	4%	-11%	8%	1.8%
CCCn1nnc(NC(=O)c2cccc(OCC)c2)n1	-13%	-20%	-18%	2.3%
C#CCn1c(C2CC(=O)N(c3ccc(OC)cc3)C2)nc2ccccc21 (centres undefined)	-18%	-12%[10.9 µM]	-4%	2.8%
CCOC(=O)Cc1c(C)nc2cc(-c3ccc(C)cc3)[nH]n2c1=O	-13%	-3%	-6%	1.4%
O=C(Nc1ccc(S(=O)(=O)Nc2ncccn2)cc1)c1ccccc1Cl	17%	-8%[10.9 µM]	1%	-3.4%
COc1ccccc1CNC(=O)c1cccc(N2CCCS2(=O)=O)c1	7%	9%[10.9 µM]	1%	-2.1%
O=c1oc2c3c4c(cc2s1)CCCN4CCC3	-5%	-19%	17%	0.3%
Cn1c(=O)[nH]c(=O)c2c1nc(CN1CCN(c3cccc(Cl)c3)CC1)n2CCc1ccccc1	-29%	-31%[inhibitor]	-26%	1.3%
O=C(CCCn1c(=O)c2ccccc2n(Cc2ccccc2)c1=O)NCc1ccco1	-11%	-20%	18%	0.0%
COc1ccc(Br)cc1CNc1ccc(O)cc1	3%	-19%	0%	30%

Further results follow.
structure	p53ts 39C tox	Imprint erasure	p53ts 32C tox	IkB signaling
CSc1cccc(NC(=O)C2CCN(S(=O)(=O)c3ccc(F)cc3)CC2)c1	-6%	-13%	-7%	3.9%
CCOC(=O)N1CCN(C(=O)Cn2ccc3ccccc3c2=O)CC1	-4%	1%	3%	-1.0%
CC(C)(C)Nc1nc(Oc2ccc(=O)n(-c3ccccc3)n2)nc(N2CCOCC2)n1	-16%	13%	-5%	-1.7%
CCOc1ccc(-c2cn3c(n2)sc2cc(C(=O)NCCCN4CCCCC4)ccc23)cc1	-18%	-14%[10.9 µM]	0%	?
O=C(Nc1ccccc1)N1CC2(CCN(C(=O)c3ccco3)CC2)C1	6%	/	-2%	3.6%[11.4 µM]
O=C(Cn1cc2c(n1)CCCC2)Nc1ccccc1Br	12%	-11%	-3%	-3.3%
CCOCCCNC(=O)Cc1c(C(=O)O)[nH]c2ccc(Cl)cc12	10%	5%	-2%	5.3%
CCCNc1nc2c(c(=O)n(C)c(=O)n2C)n1CC(O)COc1ccccc1 (centres undefined)	21%	-14%[10.9 µM]	3%	?
O=C(Nc1ccccc1F)c1nc(SCc2ccc(F)cc2)ncc1Cl	-26%	-7%[10.9 µM]	-10%	0.5%
CCc1ccccc1NC(=O)Cn1nnc(C(=O)NCc2ccco2)c1N	9%	-15%[10.9 µM]	5%	-0.7%
COc1ccccc1NC(=O)CSc1nc(O)cc(=O)n1C	13%	-3%	-1%	1.0%
COc1cc2ncc3c(-c4ccccc4)nn(-c4ccc(C)cc4)c3c2cc1OC	-8%	-4%[10.9 µM]	3%	?

(listing goes on)
structure	p53ts 39C tox	Imprint erasure	p53ts 32C tox	IkB signaling
CCOC(=O)c1sc2cccc(F)c2c1S(=O)(=O)Nc1ccccc1F	-19%	-12%[10.9 µM]	1%	-2.1%
Cc1cccc(C)c1OCCSc1nc2ccccc2n1CC(=O)O	-22%	-6%[10.9 µM]	-13%	-0.1%
CCn1c(=O)cc(OCC(=O)N2CCN(c3ccc(C)cc3)C(C)C2)c2ccccc21 (centres undefined)	?	-13%[10.9 µM]	?	?
CCOc1ccc(CNC(=O)c2cc3c(=O)oc4ccc(C)cc4c3s2)cc1	-12%	21%[10.9 µM]	8%	-0.9%
Cc1ccccc1NC(=O)Cn1c(SCC(=O)Nc2ccc(F)cc2)nc2ccccc21	-23%	-10%[10.9 µM]	-14%	?
Cc1ccc(C2N3CC4(C)CN2CC(c2ccccc2)(C3)C4=O)cc1 (centres undefined)	-27%	30%[10.9 µM]	-2%	?
Cc1cc(C)c(S(=O)(=O)NCCC2CCCN2C)c(C)c1 (centres undefined)	-4%	-15%	-9%	-1.0%
CC1CCN(c2nc3c(S(=O)(=O)c4ccccc4)nnn3c3ccsc23)CC1	8%	-15%[10.9 µM]	1%	0.4%
COc1cccc2c1C(=O)c1c(O)c3c(c(O)c1C2=O)C[C@@](O)(C(=O)CO)C[C@H]3O[C@H]1C[C@@H](N)[C@H](O)[C@@H](C)O1.[W]	1%[9.22 µM]	8%[10.9 µM]	-1%[9.22 µM]	?
COc1cc(OC)cc(-c2cc3nc4c(c(N5CCN(c6ncccn6)CC5)n3n2)CCCC4)c1	-11%	-13%	12%	1.1%
Cc1ccc(N(C)C(CNS(=O)(=O)c2ccccc2)c2ccccc2)cc1 (centres undefined)	?	8%[10.9 µM]	12%	?
